SENP7 block = blocks the human protease SENP7. inhibition, % at 5 µM. AID 434973. Q9BQF6. hit rate 1.5% among 330,000. recombinant SENP7, Z-RLRGG-aminoluciferin luminescence, 40 min;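 active = inhibition above about 50% at the single test dose, limit read from the data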;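 also: plate controls were DMSO with enzyme for no effect and no enzyme buffer wells for full effect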
SENP6 inh = blocks the human protease SENP6 | inhibition, % at 10 µM | Q9GZR1 | hit rate 1.8% among 330,000 | Recombinant SENP6 catalytic domain, aminoluciferin luminescence;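 active = inhibition above about 50% at the single tested dose, limit read from the data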;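 also: plate controls were DMSO wells with enzyme for no effect and DMSO wells lacking enzyme for full effect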
Target sequence (Q9GZR1 628-1112 limits assumed): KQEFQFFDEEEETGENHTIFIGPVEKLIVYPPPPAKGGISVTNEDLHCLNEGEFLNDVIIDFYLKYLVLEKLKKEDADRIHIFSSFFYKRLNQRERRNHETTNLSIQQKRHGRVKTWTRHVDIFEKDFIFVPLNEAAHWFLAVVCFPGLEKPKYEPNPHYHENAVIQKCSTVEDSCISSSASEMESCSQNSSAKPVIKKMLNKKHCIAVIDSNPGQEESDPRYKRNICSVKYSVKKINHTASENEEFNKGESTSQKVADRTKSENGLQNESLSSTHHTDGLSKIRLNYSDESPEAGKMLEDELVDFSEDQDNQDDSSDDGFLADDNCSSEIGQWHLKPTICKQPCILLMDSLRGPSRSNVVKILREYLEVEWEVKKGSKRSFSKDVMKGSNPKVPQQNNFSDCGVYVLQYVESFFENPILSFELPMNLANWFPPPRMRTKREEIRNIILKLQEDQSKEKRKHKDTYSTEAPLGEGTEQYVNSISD
SENP8 block-1 = blocks the human protease SENP8; AID 2540; inhibition, % at 10 µM; hit rate 1.2% among 330,000; purified SENP8, Z-RLRGG-aminoluciferin cleavage, luminescence; Q96LD8; in the data active = inhibition above about 50%
Target sequence (Q96LD8 whole entry, looked up): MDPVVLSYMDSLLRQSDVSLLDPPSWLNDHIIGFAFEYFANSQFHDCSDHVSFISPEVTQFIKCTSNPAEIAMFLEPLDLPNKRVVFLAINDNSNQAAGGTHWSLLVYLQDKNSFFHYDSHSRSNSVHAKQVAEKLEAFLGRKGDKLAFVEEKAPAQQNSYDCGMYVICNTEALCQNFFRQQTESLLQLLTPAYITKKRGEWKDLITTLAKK
Apaf1 inhib = blocks human Apaf-1 apoptosome activity; O14727; reconstituted apoptosome caspase-3 activity, DEVD-Rh110 fluorescence; inhibition, % at 20 µM; hit rate 0.71% among 330,000; active = inhibition of at least 40% at 20 µM;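 also: plate controls were DMSO wells for no effect and DEVD-CHO caspase inhibitor wells for full effect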
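System: reconstituted apoptosome with Apaf-1, cytochrome c, caspase-9, procaspase-3, dATP; Signal: Rh110 fluorescence intensity; Schedule: 30 min compound preincubation, 50 min activation, room temperature; Reagent: cytochrome c trigger plus (Z-DEVD)2-Rh110 caspase-3 substrate.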
SENP1 FRET inh = inhibitors of human SENP1 SUMO protease catalytic domain. Q9P0U3. recombinant SENP1 catalytic domain, CyPet-SUMO1-YPet FRET cleavage. inhibition, % at 10 µM. hit rate 0.21% among 360,000;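 active = inhibition at least 30% at 10 µM, raw YFP signal under a set limit, fluorescence ratio 0.5 to 1.5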;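 also: 0% = enzyme with DMSO and 100% = no enzyme wells; some results filed as inactive read as strong as hits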
Target sequence (Q9P0U3 419-644 limits assumed): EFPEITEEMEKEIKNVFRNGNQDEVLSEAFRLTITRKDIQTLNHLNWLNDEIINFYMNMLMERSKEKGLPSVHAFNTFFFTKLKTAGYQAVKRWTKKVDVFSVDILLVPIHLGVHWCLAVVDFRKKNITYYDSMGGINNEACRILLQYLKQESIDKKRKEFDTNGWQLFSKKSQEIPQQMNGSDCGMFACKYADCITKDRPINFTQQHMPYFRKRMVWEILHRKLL
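Test system: hSENP1 catalytic domain, recombinant; Amount: 20 pM final SENP1 enzyme; Medium: Tris pH 8 buffer plus EDTA, NaCl, BME, BSA, NP40, catalase; Schedule: 50 min enzyme reaction, room temperature, light-protected; Technique: FRET fluorescence in CFP and YFP emission channels; Controls: no-enzyme wells low, DMSO-plus-enzyme wells high control.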
SENP8 block-2 = blocks human SENP8 cleavage of Nedd8 substrate; recombinant SENP8, Nedd8 substrate fluorescence; inhibition, % at 20 µM; hit rate 0.64% among 360,000; AID 602440; in the data active = inhibition mostly above about 40%, no sharp cut-off; inactive = mostly below about 27%
UBC13 inh = inhibitors of human UBC13 polyubiquitin chain formation; P61088; TR-FRET; inhibition, % at 20 µM; AID 485273; hit rate 0.47% among 330,000; in the data active = inhibition above about 45%, passing the limit was not always enough
A3G deaminase = APOBEC3G (human) deaminase inhibition. recombinant A3G, ssDNA deamination FAM/TAMRA fluorescence. inhibition, % at 20 µM. hit rate 0.28% among 330,000;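 active = inhibition of at least 40% at 20 µM, with no more than 30% in the related APOBEC3A deaminase screen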;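 also: plate controls were DMSO wells with A3G for no effect and wells lacking A3G enzyme for full effect; some compounds called inactive have numbers as strong as hits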
Numbers without * were called inactive; i = inactive; x = no result given.

The first 2 entries (preview)
molecule,SENP7 block,SENP6 inh,SENP8 block-1,Apaf1 inhib,SENP1 FRET inh,SENP8 block-2,UBC13 inh,A3G deaminase
COCCn1c(SCC(=O)Nc2ccccc2)nc2c(oc3ccccc32)c1=O,-4,-11,-3,-22,1,18,4,-9
Cn1ccsc1=NC(=O)c1ccc(S(C)(=O)=O)cc1,4,2,5,-4,0,9,-9,-4

The whole of this part, repeating the preview:
molecule,SENP7 block,SENP6 inh,SENP8 block-1,Apaf1 inhib,SENP1 FRET inh,SENP8 block-2,UBC13 inh,A3G deaminase
COCCn1c(SCC(=O)Nc2ccccc2)nc2c(oc3ccccc32)c1=O,-4,-11,-3,-22,1,18,4,-9
Cn1ccsc1=NC(=O)c1ccc(S(C)(=O)=O)cc1,4,2,5,-4,0,9,-9,-4
COc1cc2c(cc1OC)-c1cc(Nc3ccccc3C)nc(=O)n1CC2,-11,-16,-13,5,-6,-49,3,-9
O=C1NC(CCc2ccccc2)C(=O)N1Cc1cccc2ccccc12 (stereo not drawn),-11,-4,-5,17,-1,12,2,-6
CCN(CC)C(=O)c1n[nH]c(=O)c2ccccc12,7,12,-4,-13,1,10,-2,-7
Cc1ccsc1-c1nc(CSCC(=O)N2CCN(c3ccccc3)CC2)c(C)o1,2,-16,9,17,0,-89,7,0
COc1cc(OC)c(/C=C2\C(=O)Nc3ccccc32)c(OC)c1,-3,2,7,-5,x,x,-28,-4
O=C(c1ccc(F)cc1)C1CCN(C(=O)c2c(F)cccc2F)CC1,-2,2,-7,3,0,23,6,-5
COc1cc(C2C(C#N)=C(N)N(c3cccnc3)C3=C2C(=O)CC(C)(C)C3)ccc1O (stereo not drawn),-1,3,-3,-13,-24,-47,1,-8
COc1ccc(C2/C=C\CN(C(=O)OCC3c4ccccc4-c4ccccc43)CC(=O)N2Cc2cccc(F)c2)cc1 (stereo not drawn),-1,x,x,27,0,-1,x,3
COC(=O)/C(=C\C(=O)c1ccccc1)Nc1ccc(OC)cc1,-14,-12,-20,8,1,27,-10,-1
O=C(Nc1nnc(SCCC2OCCO2)s1)C1CC(=O)N(c2ccccc2)C1 (stereo not drawn),-2,-2,-6,18,2,6,-2,-2
NS(=O)(=O)c1ccc(NC(=S)NCc2ccco2)cc1,1,-6,1,-8,-5,-29,1,38
COc1ccc(-c2cc(-c3cccs3)c(C#N)c(SCC(=O)NCc3ccccc3OC)n2)cc1,1,-4,6,2,2,i,20,-2
Cc1ccc(-c2c(C(=O)O)c(C(=O)O)c3n2CSC3)cc1,5,9,7,2,3,1,-1,-6
CCNc1nc(Oc2ccccc2)nc(OC(C)C(=O)OCC)n1 (stereo not drawn),9,11,4,-5,1,20,8,-4
Cc1noc(C)c1C(=O)NC(C)C12CC3CC(CC(C3)C1)C2 (stereo not drawn),-1,-18,-10,-2,0,3,-3,-7
CCCCNC(=O)CC1N=C2c3ccccc3N=C(SCC(=O)Nc3ccccc3OC)N2C1=O (stereo not drawn),-3,-3,-1,7,1,-12,1,-2
COc1ccc(C2(c3ccc(OC)cc3)NC(=O)N(CC(=O)NCC(C)c3ccccc3)C2=O)cc1 (stereo not drawn),5,10,-4,13,1,24,4,-3
O=C(CCC(=O)OCCCC(F)(F)C(F)(F)F)Nc1ccccc1,99*,-22,0,-5,2,16,0,-1
Cc1cc(N(C)/N=C/c2ccccc2O)nc(-c2ccccc2O)n1,-6,-7,-2,9,1,-62,-7,-7
O=C(O)c1ccc2c(=O)n(-c3ccc(F)cc3)c(=S)[nH]c2c1,9,-8,-3,-15,2,-18,0,0
COc1ccc(-c2nnc(SCC(=O)Nc3nncs3)o2)cc1,9,15,2,-11,2,13,-2,-7
CN(C)c1nc(N)nc(/C(C#N)=C/C2CC3C=CC2C3)n1 (stereo not drawn),0,-11,-9,5,-53,-84,-4,-2
C=CCN1C(=O)c2ccc(C(=O)N3CCN(S(=O)(=O)c4ccccc4Br)CC3)cc2C1=O,-3,-4,7,2,0,20,2,-7

Next entries follow:
SMILES	SENP7 block	SENP6 inh	SENP8 block-1	Apaf1 inhib	SENP1 FRET inh	SENP8 block-2	UBC13 inh	A3G deaminase
COC(=O)CCC(=O)OC1(C)C(=O)C=C2C=C(C3CC3)OC=C2C1=O (stereo not drawn)	1	5	0	12	x	x	-50	-4
Cc1ccc(C)c(OCC(=O)Nc2ccccc2N2CCCC2)c1	-4	-13	-1	17	-2	-10	2	-1
COC(=O)c1sc2cc(C(F)(F)F)cnc2c1-c1ccccn1	10	-2	-1	2	2	3	0	-1
O=C(NCC(=O)N(c1ccccc1)C(C(=O)NC1CCCC1)c1cccnc1)c1cccs1 (stereo not drawn)	7	-13	-2	1	1	1	6	4
Cc1cc(NC(=O)CC2CCCC2)ccc1Br	-3	0	-16	5	1	-1	1	-9
O=C(c1ccc(Cl)cc1)N1CCN(C(=O)c2ccco2)CC1	1	-4	-4	-15	1	13	1	-6
COc1cccc(CN(C)C(=O)CCc2nnc(-c3ccsc3)o2)c1	-5	-23	4	-11	1	0	9	-4
CC1(C)CC(=O)C=C(Nc2ccccc2O)C1	0	4	-7	-1	-21	4	3	-5
COc1ccc([N+](=O)[O-])cc1NC(=O)C(C)OC(=O)C1c2ccccc2Oc2ccccc21 (stereo not drawn)	-3	-18	-5	-3	-1	17	17	-7
O=C(NC1CC2CCCC(C1)N2Cc1cccs1)c1ccc([N+](=O)[O-])cc1 (stereo not drawn)	7	14	4	-1	x	x	4	0
Cc1cc(C)c2c(N)c3ccccc3nc2n1	0	8	2	-8	-24	-280	-32	6
CCC(=O)Nc1ccc2oc(-c3cccc(C)c3)nc2c1	98*	99*	94*	4	2	i	13	-3

Complete entries from above. Values in the order: SENP7 block	SENP6 inh	SENP8 block-1	Apaf1 inhib	SENP1 FRET inh	SENP8 block-2	UBC13 inh	A3G deaminase
`COC(=O)c1sc2cc(C(F)(F)F)cnc2c1-c1ccccn1` reads 10	-2	-1	2	2	3	0	-1
`COc1cccc(CN(C)C(=O)CCc2nnc(-c3ccsc3)o2)c1` reads -5	-23	4	-11	1	0	9	-4
`Cc1cc(NC(=O)CC2CCCC2)ccc1Br` reads -3	0	-16	5	1	-1	1	-9
`Cc1cc(C)c2c(N)c3ccccc3nc2n1` reads 0	8	2	-8	-24	-280	-32	6
`COC(=O)CCC(=O)OC1(C)C(=O)C=C2C=C(C3CC3)OC=C2C1=O` (stereo not drawn) reads 1	5	0	12	x	x	-50	-4

The results go on:
SMILES	SENP7 block	SENP6 inh	SENP8 block-1	Apaf1 inhib	SENP1 FRET inh	SENP8 block-2	UBC13 inh	A3G deaminase
CCC(NC(=O)c1cc(COc2c(F)cccc2F)on1)c1ccncc1 (stereo not drawn)	1	-17	1	7	0	6	0	5
O=C(NCc1ccccc1)C1CCN(S(=O)(=O)c2cc([N+](=O)[O-])ccc2Cl)CC1	0	-1	-4	-7	1	8	5	-4
O=C(c1cccc(C(F)(F)F)c1)C1CCCN(C(=O)Cn2cncn2)C1 (stereo not drawn)	2	7	1	0	1	0	7	-11
CC1(C)CC(=O)c2c(n(S(=O)(=O)c3ccccc3)c3ccc(NS(=O)(=O)c4ccccc4)cc23)C1	-3	7	5	-10	3	10	-3	-5
C=CCNc1nc2c(c(=O)n(C)c(=O)n2C)n1CCCCCC	-1	10	-1	5	-2	0	-6	-1
CCOC(=O)C1=CN(CC)S(=O)(=O)NC1CC (stereo not drawn)	-8	x	x	12	0	1	x	3
O=C(Cn1c2ccc(F)cc2c2nc3n(c(=O)c21)CCS3)NC1CCCC1	0	-10	8	6	0	-296	-2	-3
COc1cc(C(=O)OC(C)CN2CCCC2)cc(OC)c1OC (stereo not drawn)	2	-13	0	-6	0	13	7	1
Cn1cccc1/C=N/NC(=O)Cc1cccs1	-1	2	14	-17	-1	-2	-3	-11
O=C(O)c1cccc(NC2=Nc3cccc4cccc2c34)c1	11	3	30	-15	-38	i	-18	-3
Cc1cc(C)n2nc(SCC(=O)N(C)c3ccccc3)nc2n1	8	-14	6	-10	1	20	1	-9
Cc1ccc(C(=O)N2CC(C)CC(C)C2)cc1NC1=NC2CS(=O)(=O)CC2S1 (stereo not drawn)	3	-2	-2	-2	2	6	-1	-6

Following part.
SMILES	SENP7 block	SENP6 inh	SENP8 block-1	Apaf1 inhib	SENP1 FRET inh	SENP8 block-2	UBC13 inh	A3G deaminase
COc1ccc(N(CC(=O)NCCC2=CCCCC2)S(=O)(=O)c2ccccc2)c(OC)c1	7	-11	0	27	3	2	6	-10
O=C(c1ccc2c(c1)C(=O)N(c1ccc(Cl)cc1)C2=O)N1CCN(c2ccccn2)CC1	-4	-1	-9	1	-2	26	-2	-4
COCc1nn2c(N)c(-c3ccccc3)cnc2c1-c1ccccc1	-5	4	-1	-7	3	-436	15	-11
OCC1(Cc2ccccc2)CCN(Cc2ccc(C(F)(F)F)cc2)CC1	-2	-4	-9	4	2	19	15	-1
Cn1cccc1C(=O)NC(=O)COC(=O)c1ccc(O)cc1	-16	-16	-14	-5	-2	16	0	-3
COC(=O)CCCC(=O)Nc1c(F)c(F)c(F)c(F)c1F	-3	5	-1	-15	5	18	5	-6
Cc1ccc(CN2CC(C(=O)N3CCN(S(=O)(=O)c4ccccc4)CC3)CC2=O)cc1 (stereo not drawn)	-4	-9	-3	17	1	5	-5	-8
CCOC(=O)C1=C(C)NC(C)=C(C(=O)OCC)C1c1nc2ccccc2[nH]1	-4	-10	-3	-4	x	x	4	-9
CN(Cc1ccccc1)C(=O)C1CCN(S(C)(=O)=O)CC1	9	19	7	-16	2	-3	5	-7
O=C1CC2(CCN(C(=O)c3ccccc3F)CC2)Oc2ccccc21	4	-1	5	2	1	-50	4	-3
Cc1cc(C(=O)OCC(=O)c2c(N)n(C)c(=O)n(C)c2=O)c(C)o1	3	-1	-5	-4	-1	6	1	-4
C=CCn1c(N)cc(=O)nc1SCC(=O)Nc1ccccc1	3	-7	1	1	2	-10	2	-1
O=C(O)C1=C[C@@H](c2coc3ccccc3c2=O)C[C@@H](OCc2ccc(CO)cc2)O1	3	-5	4	10	1	9	-8	3

Quoted at random: 2 compounds from above
SMILES	SENP7 block	SENP6 inh	SENP8 block-1	Apaf1 inhib	SENP1 FRET inh	SENP8 block-2	UBC13 inh	A3G deaminase
O=C(c1ccc2c(c1)C(=O)N(c1ccc(Cl)cc1)C2=O)N1CCN(c2ccccn2)CC1	-4	-1	-9	1	-2	26	-2	-4
Cc1cc(C(=O)OCC(=O)c2c(N)n(C)c(=O)n(C)c2=O)c(C)o1	3	-1	-5	-4	-1	6	1	-4

Screens (PubChem BioAssay)
